Bioassay records: PubChem BioAssay, The Scripps Research Institute Molecular Screening Center
GPR151 ag = human GPR151 activation. activation, % at 11.2 µM. 650,000 compounds, 1% hits. PathHunter beta-arrestin GPR151 cells, luminescence. Q8TDV0; in the data active = activation above about 4.9%;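 note: 0% = median of compound wells and 100% = cells with positive control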
Target sequence (Q8TDV0 whole entry, looked up): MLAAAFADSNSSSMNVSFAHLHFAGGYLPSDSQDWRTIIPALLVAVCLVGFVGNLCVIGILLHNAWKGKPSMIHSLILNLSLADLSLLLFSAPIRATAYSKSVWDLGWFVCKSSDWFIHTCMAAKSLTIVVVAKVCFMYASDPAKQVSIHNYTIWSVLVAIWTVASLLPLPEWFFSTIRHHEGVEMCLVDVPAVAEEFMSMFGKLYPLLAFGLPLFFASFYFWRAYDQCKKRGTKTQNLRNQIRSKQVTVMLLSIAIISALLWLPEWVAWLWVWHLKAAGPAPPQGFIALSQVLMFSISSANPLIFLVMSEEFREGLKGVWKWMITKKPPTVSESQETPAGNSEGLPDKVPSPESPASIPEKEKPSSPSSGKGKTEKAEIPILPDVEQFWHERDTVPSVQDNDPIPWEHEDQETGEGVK
MITF primary = human MITF inhibition, primary screen; AlphaScreen MITF homodimerization, bead proximity signal; 650,000 compounds, 0.91% hits; O75030; AID 1259374; inhibition, % at 2.6 µM; in the data active = inhibition above about 50%;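 note: 0% = vehicle wells with protein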
FBW7 activator = human FBW7 E3 ligase activation, primary screen. Q969H0. AlphaScreen FBW7–phospho-cyclin E peptide binding, activator screen. normalized activity (activation), % at 26.1 µM. 650,000 compounds, 0.13% hits. AID 1259310; in the data active = normalized activity above about 1.9%;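 note: purified mutant Fbw7 with reduced substrate affinity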
Target sequence (Q969H0 whole entry, looked up): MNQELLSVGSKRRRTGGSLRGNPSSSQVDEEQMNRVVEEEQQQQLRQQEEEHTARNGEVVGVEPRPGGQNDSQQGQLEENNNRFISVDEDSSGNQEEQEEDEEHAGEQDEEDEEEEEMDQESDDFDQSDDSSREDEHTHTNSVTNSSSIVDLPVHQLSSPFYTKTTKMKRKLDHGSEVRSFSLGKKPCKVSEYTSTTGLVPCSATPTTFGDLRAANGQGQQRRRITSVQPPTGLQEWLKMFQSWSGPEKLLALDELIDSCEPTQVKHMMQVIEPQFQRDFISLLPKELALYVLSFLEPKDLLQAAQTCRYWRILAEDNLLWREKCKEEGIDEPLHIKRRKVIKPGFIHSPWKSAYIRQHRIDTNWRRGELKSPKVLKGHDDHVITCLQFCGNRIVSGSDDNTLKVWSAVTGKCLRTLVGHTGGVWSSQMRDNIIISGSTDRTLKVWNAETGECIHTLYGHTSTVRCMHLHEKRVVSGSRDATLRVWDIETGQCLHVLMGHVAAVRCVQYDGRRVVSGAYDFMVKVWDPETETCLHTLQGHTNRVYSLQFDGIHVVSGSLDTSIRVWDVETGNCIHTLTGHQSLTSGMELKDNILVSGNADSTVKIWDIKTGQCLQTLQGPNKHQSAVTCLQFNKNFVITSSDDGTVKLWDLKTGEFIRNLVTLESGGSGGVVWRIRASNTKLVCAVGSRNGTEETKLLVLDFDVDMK
TEAD-YAP block = TEAD-YAP interaction inhibition; HEK-TIYL cells, TEAD-Gal4/YAP UAS-luciferase luminescence; inhibition, % at 9.12 µM; 640,000 compounds, 1.4% hits; in the data active = inhibition above about 32%;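 note: 0% = median of test compound wells and 100% = reference inhibitor wells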
Starred values were filed as active, the others as inactive.

SMILES | GPR151 ag | MITF primary | FBW7 activator | TEAD-YAP block
COc1ccc(Cn2nnnc2C(c2ccc(C)cc2)N2CCN3CCCC3C2)cc1 (centres undefined) | 0.7 | -9 | -0.1 | -3
COC(=O)c1ccccc1NC(=O)c1cc(-c2ccccc2O)on1 | 1.0 | 4 | 0.2 | 8
Cc1noc(C)c1NC(=O)Nc1cccc(-n2cccc2)c1 | 1.8 | 15 | 0.1 | -13
Cc1ccc2cc(/C=N/NC(=O)CN3CCOCC3)c(Cl)nc2c1 | 0.1 | 15 | 0.1 | -2
Cc1nnc2sc(SCC(=O)Nc3ccc(C(F)(F)F)cc3)nn2c1=O | 1.3 | 16 | -1.6 | 5
CCCNc1nc(-c2c(C)nn(C)c2C)ncc1C | 1.3 | 7 | 0.0 | 2
CC1CC(=O)N(C)c2ccccc2N1C (centres undefined) | 3.3 | 9 | 0.1 | -9
Brc1ccc(/C=N/NC2=NCCCCC2)cc1 | -0.7 | 1 | 0.0 | -46
Cc1ccc(CN2CCCN(c3nc(C)c4cc(C)c(C)cc4n3)CC2)o1 | 1.0 | 2 | 0.0 | -8
COc1ccc(CNC(=O)c2cnc(Nc3ccccc3OC)c3ccccc23)cc1 | 1.2 | 9 | 0.0 | -4
Fc1ccccc1C1C2=C(Nc3nnnn31)c1cc(Cl)ccc1OC2c1ccncc1 (centres undefined) | -0.2 | 3 | 0.1 | -3
Cc1ccc(NC(=O)C2CC(=O)NC3=C2C(=O)CCC3)cc1Cl (centres undefined) | 0.6 | 7 | 0.0 | 1
O=C(NC(=S)Nc1cccc(O)c1)c1cncc(Br)c1 | -0.2 | 7 | 0.0 | 2
CCCN(CCC)c1ncnc2c1c(-c1ccccc1)cn2-c1ccc(F)cc1 | 0.4 | -5 | 0.4 | -6
CCOCCCNC(=S)NCCNc1nc2cc3c(cc2cc1C#N)OCO3 | 0.1 | -2 | 0.1 | -7
CNC(=O)c1ccc(-c2cccc(O)c2)nc1NCCOC | 0.1 | -7 | 0.0 | 7
Cc1ccc2oc(=O)c3cnn(CC(=O)NC4CCCCCC4)c3c2c1 | 0.6 | 10 | -0.2 | -1
CCCOC(=O)c1cc(=O)[nH]c2ccccc12 | 2.9 | 0 | 0.1 | 11
COc1ccc(S[C@@H]2C[C@@H](C(=O)N(C)Cc3ccn[nH]3)N(Cc3ccccn3)C2)cc1 | 0.6 | 11 | 0.6 | -2
CCOC(=O)CSc1nc2c(sc3ccccc32)c(=O)n1-c1ccc(C)cc1 | 1.3 | 3 | 0.1 | -1
COc1ccc(Nc2nc(C)nc3sc4c(c23)CCC4)c(OC)c1 | -1.6 | 1 | 0.1 | 10
Cc1ccc2c(c1)N(CC(=O)NCCCN1CCCCC1)C(=O)CO2 | 1.1 | 1 | -0.1 | 13
COC1=C(N)C(=O)c2nc(-c3nc(C(=O)O)c(C)c(-c4ccc(OC)c(OC)c4O)c3N)ccc2C1=O | 0.9 | 17 | -0.2 | -23
CCOc1ccccc1Nc1nc(-c2ccc(NC(C)=O)cc2)cs1 | 0.7 | -13 | 0.7 | -16
C=CCNC(=O)COc1ccccc1C | 1.6 | 8 | 0.1 | -1
COc1cc(NC(=O)c2cccs2)c2ncccc2c1 | 1.6 | 5 | 0.1 | 15
O=C(COc1ccccc1[N+](=O)[O-])N/N=C/c1ccccc1O | 0.1 | 7 | -0.1 | -15
COc1ccc(F)c(CN2CCc3nnc(C(NS(C)(=O)=O)C(C)C)n3CC2)c1 (centres undefined) | -1.0 | 16 | 0.8 | -8
NC(=O)CSc1noc2nc(-c3ccco3)c3c(c12)CCCC3 | 2.4 | 5 | 0.1 | -18
CC(c1ccccc1)N1CC(C(=O)N2CCN(c3ccccc3)CC2)CC1=O (centres undefined) | 0.0 | 10 | -0.2 | 5
C=CCOc1ccc(C2C(C#N)=C(N)N(N(C)C)C3=C2C(=O)CCC3)cc1 (centres undefined) | 1.1 | -8 | 0.0 | 3
O=C(N/N=C/C=C\c1ccccc1[N+](=O)[O-])c1cccs1 | -0.4 | 10 | -0.2 | -35
COc1cccc2c1OC1(C)C(C(=O)Nc3ccc(C)cc3C)C2NC(=S)N1c1ccc(Br)cc1 (centres undefined) | 1.1 | 5 | -0.1 | 2
O=[N+]([O-])c1cc(Cl)cc(C2=NCCN2)c1 | -0.5 | -2 | -0.1 | 0
CCCCn1c(C)cn2c3c(=O)n(Cc4ccccc4)c(=O)n(C)c3nc12 | -1.1 | 3 | -0.2 | -5
COc1ccccc1-c1nc2c(c(SC)n1)Cc1c(CO)cnc(C)c1O2 | 2.1 | 12 | 0.4 | -2
O=C(OCN1C(=O)c2ccccc2C1=O)c1ccc2c(c1)C(=O)N(Cc1ccccc1)C2=O | -0.2 | -1 | 0.0 | 0
O=C(Nc1ccccc1)O/N=C1\CCc2ccccc21 | 0.5 | 18 | 0.0 | -54
CCN(Cc1ccccc1)Cc1cc(OC)c(OC)cc1[N+](=O)[O-] | 0.8 | 21 | 0.2 | 7
COCCNc1nc(-c2ccsc2)ccc1C(=O)N1CCN(C)CC1 | -0.7 | -9 | -0.2 | 5

Limited to GPR151 ag, FBW7 activator and MITF primary, for 2 of the compounds above:
Molecule | GPR151 ag | FBW7 activator | MITF primary
CCOc1ccccc1Nc1nc(-c2ccc(NC(C)=O)cc2)cs1 | 0.7 | 0.7 | -13
C=CCNC(=O)COc1ccccc1C | 1.6 | 0.1 | 8

Record cards, as listed above. Screens in order: GPR151 ag	MITF primary	FBW7 activator	TEAD-YAP block
CCCCn1c(C)cn2c3c(=O)n(Cc4ccccc4)c(=O)n(C)c3nc12 as listed: -1.1	3	-0.2	-5
COCCNc1nc(-c2ccsc2)ccc1C(=O)N1CCN(C)CC1 as listed: -0.7	-9	-0.2	5
COc1cccc2c1OC1(C)C(C(=O)Nc3ccc(C)cc3C)C2NC(=S)N1c1ccc(Br)cc1 (centres undefined) as listed: 1.1	5	-0.1	2
COc1cc(NC(=O)c2cccs2)c2ncccc2c1 as listed: 1.6	5	0.1	15
CC(c1ccccc1)N1CC(C(=O)N2CCN(c3ccccc3)CC2)CC1=O (centres undefined) as listed: 0.0	10	-0.2	5

Some values from the list:
Entry of COc1cc(NC(=O)c2cccs2)c2ncccc2c1 under FBW7 activator: 0.1
Entry of O=C(N/N=C/C=C\c1ccccc1[N+](=O)[O-])c1cccs1 under MITF primary: 10
Entry of COc1ccccc1-c1nc2c(c(SC)n1)Cc1c(CO)cnc(C)c1O2 under FBW7 activator: 0.4
Entry of CCOc1ccccc1Nc1nc(-c2ccc(NC(C)=O)cc2)cs1 under MITF primary: -13
Entry of C=CCNC(=O)COc1ccccc1C under GPR151 ag: 1.6

Next part
SMILES | GPR151 ag | MITF primary | FBW7 activator | TEAD-YAP block
CCCCOc1ccc(C(=O)Nc2cc(C)no2)cc1 | -1.0 | -3 | -0.1 | -56
Clc1ccc(COc2ccccc2CNCC2CCCO2)cc1 (centres undefined) | 3.8 | 2 | -0.1 | 5
Cc1ccn(C(=O)c2cc3c(C)nn(-c4ccccc4)c3s2)n1 | -0.4 | -3 | 0.0 | 0
CC(=O)Nc1ccc(C(=O)N/N=C/c2ccccc2F)cc1 | 2.8 | 10 | 0.0 | -4
O=C(COC(=O)c1cc2ccccc2oc1=O)Nc1nccs1 | -0.7 | 9 | -0.1 | 0
COc1ccc(C(=O)NCc2nnc(SCC(=O)N3N=C(c4cccs4)CC3c3ccc(F)cc3)n2-c2ccccc2)cc1 (centres undefined) | 1.3 | -9 | 0.0 | 17
O=C(O)c1cc(N2C(=O)/C(=C/c3ccc(-c4ccc(Cl)c(Cl)c4)o3)C=C2c2ccccc2)ccc1O | 1.4 | 5 | 0.1 | 7
Cc1ccc(-n2c(=O)c3oc4ccccc4c3n(CC(=O)Nc3cc(C)on3)c2=O)cc1 | -0.3 | 11 | -0.1 | 9
CC1=CC(C)(C)N(C(=O)CSc2ncn[nH]2)c2ccccc21 | 0.1 | 12 | 0.5 | -8
CN(Cc1ccc(F)cc1)C(=O)c1cc(COc2ccc(F)cc2F)on1 | 0.5 | 12 | 0.2 | 15
CCCCOc1ccc(C(=O)CCNC(C(=O)O)C(C)CC)cc1 (centres undefined) | 1.1 | -5 | 0.0 | -10
COCCCNC(=O)/C(C#N)=C/c1c(Oc2ccccc2)nc2c(C)cccn2c1=O | -1.5 | 14 | 0.9 | 21
CC(=O)N(Cc1c(C#N)c2ccccc2n1C)c1ccccc1 | -1.1 | 2 | -0.1 | 6
C=CCNC(=O)CSc1nc(CCC)cc(=O)[nH]1 | -0.6 | 23 | 0.1 | -4
COc1ccc(/C=C2/NC(=O)N(CC(=O)Nc3cccc(C)c3)C2=O)cc1Cl | -0.2 | 12 | 0.2 | -4
CCCC(=O)Nc1ccc(-c2nc3cc(C(C)C)ccc3o2)cc1 | -0.4 | -3 | -0.1 | -37
O=C(NCc1cccnc1)c1ccc(Cl)c(NC2=NC3CS(=O)(=O)CC3S2)c1 (centres undefined) | 0.1 | 7 | -0.1 | 3
CN(C)CCNC(=O)CCS(=O)(=O)Cc1cccc(Cl)c1 | 1.4 | 9 | 0.0 | 1
COCc1cc(C)nc2sc3c(ncn4c5ccccc5nc34)c12 | -0.6 | 17 | 0.1 | -4
CN(C)CCSc1nnc(CNC(=O)/C=C/c2cccs2)n1C | 0.9 | 4 | -0.1 | -7
CC(=O)c1ccc(NC(=O)CN2CCN(c3ccccc3)CC2)cc1 | -0.5 | 26 | 0.3 | -15
CCOC(=O)C1=C(C)N=c2s/c(=C\c3cn(-c4ccccc4)nc3-c3ccc(OC)cc3)c(=O)n2C1c1ccc(OC(C)=O)cc1 (centres undefined) | 0.2 | -3 | 0.0 | 14
Cc1ccc(S(=O)(=O)NC(=O)Nc2ccc(Cl)c(C(F)(F)F)c2)cc1 | -1.1 | 12 | 0.1 | -3
Cc1cc(C)n2nc(SC(C)C(=O)NC(N)=O)nc2n1 (centres undefined) | -1.6 | 2 | 0.1 | -5
CCSC1=NCCN1C(=O)c1ccc(S(=O)(=O)N(C)C)cc1 | 0.6 | 4 | 0.0 | -1
CC(=O)CC(=O)c1cc2c(=O)oc(C)cc2oc1=O | 0.2 | 0 | 0.0 | 4
COc1ccccc1Cn1c(SCC#N)nc2ccccc2c1=O | 1.6 | 7 | 0.8 | -7
O=C(CSc1nccc(=O)[nH]1)NC1CCCc2ccccc21 (centres undefined) | 0.0 | -9 | 0.1 | 6
c1ccc(-c2nnc(Sc3nc4ccccc4[nH]3)c3ccccc23)cc1 | -1.7 | -2 | -0.2 | -12
COCCCN=C1NN=C(c2cc(C)n(Cc3ccco3)c2C)CS1 | 0.7 | -2 | -0.1 | 46*
Cc1ccc(S(=O)(=O)N2CCN(Cc3ccccc3C)CC2)cc1 | -0.2 | -12 | 0.1 | 3
CC(C)c1onc(C(=O)Nc2cccc(C(F)(F)F)c2)c1[N+](=O)[O-] | -1.1 | 15 | 0.5 | 2
CCCCc1ccc(-c2nc(C=Nc3ccc(C)c(Cl)c3)c(O)o2)cc1 | 0.6 | 3 | -0.1 | 3
O=S(=O)(c1ccccc1)c1ccc(S(=O)(=O)N2CCOCC2)cc1 | 1.2 | 15 | 0.1 | -2
COc1ccc(CCNC2CC(=O)N(c3ccc(C)cc3)C2=O)cc1 (centres undefined) | 0.1 | 7 | -0.1 | 4
O=C1C(=O)N(CCCn2ccnc2)C(/C=C/c2ccccc2)/C1=C(/O)c1ccc(Br)cc1 (centres undefined) | -0.6 | -19 | 0.4 | -2
CNS(=O)(=O)c1ccccc1Nc1cc(NC(=O)Cc2ccc(OC)cc2)ncc1C(F)(F)F | 11* | -9 | -0.2 | 93*
O=S(=O)(NCCc1csc(-c2cccnc2)n1)c1ccc(Br)cc1 | -0.3 | -30 | 0.0 | -18
Cc1ccc(-n2cc(CN3CCN4C(=O)[C@@H]5C[C@@H](O)CN5C(=O)[C@H]4C3)cn2)cc1 | 2.2 | -2 | 0.0 | 4
O=C(Cc1cccs1)Nc1ccc(SC(F)F)cc1 | 1.4 | -1 | 0.1 | -38
Cc1cc2c(c(=O)n1CCN(C)C)C(c1ccc(O)cc1)C(C#N)=C(N)O2 (centres undefined) | -0.4 | -2 | -0.2 | 1
CCSc1nnc(N2C(=O)c3ccc(-c4nc5ccccc5c(=O)o4)cc3C2=O)s1 | 3.5 | 4 | 0.1 | -3
COc1ccc(OC)c(CC2(NC(=O)c3ccccc3)N=C3C(C)=CC=CN3C2=O)c1 (centres undefined) | 0.6 | 8 | 0.3 | -3
O=C(O)c1cccnc1SC1CC(=O)N(Cc2ccccc2)C1=O (centres undefined) | -0.7 | 12 | 0.1 | 1
CS(=O)(=O)N(CC(=O)Nc1cccc([N+](=O)[O-])c1)c1ccc2c(c1)OCCO2 | -0.7 | -6 | -0.2 | 9
O=C(O)C(=O)CC(=O)c1cccc2ccccc12 | -1.5 | 4 | 0.0 | -5
O=C(O)c1cccnc1Nc1ccc(Cl)cn1 | 0.2 | 2 | -0.1 | -7
COc1ccc(OCC(=O)N2CCN(C(=O)COc3ccc(OC)cc3)CC2)cc1 | 1.3 | -2 | 0.2 | 10
CCN(CC)c1c(Cl)c(Cl)nc(Cl)c1C(=O)O | -0.4 | -3 | -0.1 | -2
O=C(O)CCC(=O)N1CCc2ccccc21 | -0.9 | 12 | 0.2 | -1
CC(C)(C)C(=O)COC(=O)CCC(=O)c1ccc(Cl)cc1 | -0.6 | -2 | 0.2 | 0
Cc1cc(C(=O)NCCN2Cc3ccccc3OC(c3ccccc3F)C2)no1 (centres undefined) | -0.4 | 9 | -0.1 | 6
Cc1cccc(-c2nnc(SCC(=O)Nc3nc4c(s3)CCCC4)n2C)c1 | -0.4 | 3 | 0.0 | 8
CCOc1ccc(C2CC(c3ccccc3Cl)n3ncnc3N2)cc1 (centres undefined) | 2.6 | 14 | -0.1 | 0

An unsorted share of the library. Share with any hit: about 3.5%.
